SUMO1-SIM PPI: modulators of human SUMO1-mediated protein-protein interactions. P63165. SUMO1 binding to a labelled peptide, TR-FRET, 1 h. inhibition, % at 20 µM. 360,000 compounds, 0.33% hits. AID 602429; in the data active means inhibition above about 37%
Target sequence (P63165 whole entry, looked up): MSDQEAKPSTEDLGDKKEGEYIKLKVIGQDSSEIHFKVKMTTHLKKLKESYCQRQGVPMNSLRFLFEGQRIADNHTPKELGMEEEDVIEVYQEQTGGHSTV
STEP block: STEP (human) phosphatase inhibition. 360,000 compounds, 0.25% hits. inhibition, % at 20 µM. recombinant STEP, OMFP fluorogenic substrate, fluorescence. P54829;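 active means inhibition at 20 µM, scaled per plate between control wells, above about 37%, limit read from the data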;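 further: 0% = DMSO with enzyme and substrate and 100% = substrate only without enzyme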
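Test system: STEP tyrosine phosphatase / Reagent: OMFP at 25 µM / Doses: 20 µM, 1% DMSO / Read-out: percent inhibition scaled to no-enzyme and uninhibited-enzyme controls, plate-pattern corrected / Detection: FITC-channel fluorescence of OMFP product / Medium: Bis-Tris buffer pH 6.0, 2.5 mM DTT, 0.005% Tween 20 / Schedule: 20 min at room temperature, dark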
CSN deneddyl inh: inhibitors of human CSN-mediated cullin deneddylation | Purified CSN, SCF-Nedd8-OG deneddylation, fluorescence polarization | inhibition, % at 12.5 µM | 360,000 compounds, 0.38% hits;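 active means pattern-corrected inhibition above about 35%, with an unprinted fluorescence ratio check between 0.5 and 1.5, limit read from the data, passing the limit was not always enough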;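 further: 0% = enzyme with substrate and 100% = substrate without enzyme; some results filed as inactive read as strong as hits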
Target sequence (Q92905 whole entry, looked up, one chain of several): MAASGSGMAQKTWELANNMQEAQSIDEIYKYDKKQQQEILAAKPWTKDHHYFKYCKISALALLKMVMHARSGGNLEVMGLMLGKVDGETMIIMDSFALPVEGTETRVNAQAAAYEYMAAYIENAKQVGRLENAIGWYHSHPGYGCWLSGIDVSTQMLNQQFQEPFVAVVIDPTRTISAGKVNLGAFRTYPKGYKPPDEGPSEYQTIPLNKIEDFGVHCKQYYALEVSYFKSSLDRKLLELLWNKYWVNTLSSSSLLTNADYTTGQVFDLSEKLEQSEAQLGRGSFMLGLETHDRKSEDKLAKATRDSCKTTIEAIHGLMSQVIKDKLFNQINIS
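assay system = purified human Csn5 enzyme expressed in HEK293T cells | amount = 0.24 nM enzyme | buffer or medium = Tris/NaCl/DTT buffer, pH 7.5 | reagent = 10 nM SCFSkp2-Nedd8OG | compound = one concentration, 12.5 µM, 0.25% DMSO | times = 90 min reaction at room temperature | signal = FP | read-out basis = % inhibition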
DNMT1 block: inhibitors of human DNMT1; AID 588458; inhibition (reported as % activation of signal), % at 10 µM; P26358; DNMT1 molecular beacon, Hinp1I cleavage, fluorescence; 360,000 compounds, 0.83% hits; in the data active means inhibition above about 50%
NadD block: inhibitors of Staphylococcus aureus NadD | purified NadD enzyme, colorimetric absorbance read-out | inhibition, % at 20 µM | 360,000 compounds, 0.78% hits; in the data active means inhibition above about 26%; further: some compounds past the cut are filed as inactive
Rin1 Abl inh: blocks binding of human Rin1 to Abl | TR-FRET Rin1/Abl binding, biochemical | inhibition, % at 7.35 µM | 360,000 compounds, 0.4% hits | P00519+Q13671 | AID 588664; in the data active means inhibition above about 5%, passing the limit was not always enough
Scp1 inh: inhibitors of human Scp-1 phosphatase; Q9GZU7; 340,000 compounds, 0.88% hits; Recombinant Scp1, phosphopeptide, malachite green phosphate absorbance; inhibition, % at 20 µM;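 active means inhibition above about 50% at 20 µM, limit read from the data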;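 further: plate controls were DMSO wells with enzyme for no effect and wells lacking enzyme for full effect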
Target sequence (Q9GZU7 76-261 limits assumed): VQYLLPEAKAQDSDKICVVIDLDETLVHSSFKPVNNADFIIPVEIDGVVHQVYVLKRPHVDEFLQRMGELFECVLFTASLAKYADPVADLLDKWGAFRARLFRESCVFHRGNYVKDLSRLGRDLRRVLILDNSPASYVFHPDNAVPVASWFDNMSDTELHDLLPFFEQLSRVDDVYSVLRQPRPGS
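assay system = SCP-1 phosphatase catalytic domain, residues 76-261 | buffer or medium = 50 mM Tris acetate pH 5.5, 0.005% Tween-20, 10 mM MgCl2 | incubation = enzyme reaction 45 min at room temperature, colour 5 min, stabilisation 30 min | signal = Phosphate-binding colour reagent, absorbance read at 630 nm | measure = % inhibition at 20 µM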
LMPTP inh: LMPTP (human) inhibition; P24666; recombinant LMPTP-A, OMFP fluorogenic substrate, fluorescence intensity; inhibition, % at 20 µM; 360,000 compounds, 0.22% hits; AID 651560;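 active means compounds that cut the enzyme signal by at least half of the control window in the single-dose screen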;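 further: plate controls were DMSO wells with enzyme plus substrate for no effect and substrate without enzyme for full effect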
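Material: LMPTP-A; amount: 0.625 nM enzyme; doses: single 20 µM dose; times: reaction 50 min, room temperature, dark; technique: fluorescence intensity of OMFP turnover product; benchmarks: no-enzyme and uninhibited controls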
Rpn11 inh: Rpn11 (human) deubiquitinase inhibition; O00487; human 26S proteasome, Ub4-pepOG fluorescence polarization; 20S core pre-blocked with epoxomicin; calls only at 20 µM; 360,000 compounds, 0.59% hits; AID 588493;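 active means inhibition at 20 µM, scaled to each plate's controls, above about 33%, limit read from the data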
Target sequence (O00487 whole entry, looked up): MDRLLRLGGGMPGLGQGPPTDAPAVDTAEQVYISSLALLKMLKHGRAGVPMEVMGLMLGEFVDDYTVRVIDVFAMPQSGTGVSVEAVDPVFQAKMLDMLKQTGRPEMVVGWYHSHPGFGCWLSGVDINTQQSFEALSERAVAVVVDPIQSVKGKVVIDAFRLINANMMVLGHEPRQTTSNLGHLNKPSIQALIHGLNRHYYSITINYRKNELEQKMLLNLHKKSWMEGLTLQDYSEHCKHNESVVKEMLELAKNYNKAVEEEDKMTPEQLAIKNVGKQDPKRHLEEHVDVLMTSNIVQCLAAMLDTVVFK
Neddylation inh: blocks human cullin neddylation; P61081+Q13564; TR-FRET cullin neddylation, biochemical; calls only at 25 µM; 360,000 compounds, 0.58% hits; AID 651699; in the data active means inhibition above about 36%
* marks the source's active call; other numbers are inactive results; i = inactive; . = no result given; + = active, no number. Compounds were not picked by outcome; any-hit rate near 3.8%.

SMILES | SUMO1-SIM PPI | STEP block | CSN deneddyl inh | DNMT1 block | NadD block | Rin1 Abl inh | Scp1 inh | LMPTP inh | Rpn11 inh | Neddylation inh
Cc1ccc(C(=O)Nc2nnc(CC(=O)N/N=C/c3ccncc3)s2)cc1 | 6 | 6 | 2 | -8 | 15 | 3 | -3 | 14 | i | i
Nc1nc(Nc2cccc(C(F)(F)F)c2)nc(C(F)(F)F)n1 | 2 | 2 | 2 | 1 | -2 | 0 | -5 | 2.3 | i | i
CCc1cccc(N(C(=O)c2csnn2)C(C(=O)NC2CCCCC2)c2ccncc2)c1 (stereo not drawn) | 0 | -1 | 8 | -2 | -2 | -2 | -3 | -1.2 | i | i
COc1ccc(NC(=O)CSc2nnc(C3CC3)n2-c2ccccc2)cc1 | 3 | -7 | -7 | 4 | 0 | 5 | 0 | 0.4 | i | i
O=C(O)c1ccc(S(=O)(=O)N2CCSCC2)cc1 | -3 | 5 | -5 | 2 | 2 | -1 | -2 | -1.7 | i | i
c1ccc(-n2nnnc2Cc2nnnn2-c2ccccc2)cc1 | -7 | 0 | 1 | -1 | -4 | 3 | -1 | -1.2 | i | i
CC(=O)c1ccc2c(c1)CC1(C2)Cc2cc3c(cc2C1)C(=O)CC3 (stereo not drawn) | 7 | 1 | -4 | -3 | -2 | 2 | -13 | 1.6 | i | i
Cc1c(Nc2nc(C(F)(F)F)nc3ccccc23)c(=O)n(-c2ccccc2)n1C | 1 | -2 | -2 | 2 | 2 | -6 | 5 | -1.1 | i | i
COCCN1C(=O)N[C@@H](c2ccccc2)[C@H](C(C)=O)[C@H]1C | 8 | -1 | 3 | 2 | -2 | 4 | 2 | -0.7 | i | i
Cc1cc(C)c(S(=O)(=O)N2CCOC2CNC(=O)C(=O)NCCN(C)C)c(C)c1 (stereo not drawn) | -39 | -1 | 0 | -3 | 0 | 6 | -2 | -5.9 | i | i

One compound at a time (already shown). Screens in order: SUMO1-SIM PPI | STEP block | CSN deneddyl inh | DNMT1 block | NadD block | Rin1 Abl inh | Scp1 inh | LMPTP inh | Rpn11 inh | Neddylation inh
COc1ccc(NC(=O)CSc2nnc(C3CC3)n2-c2ccccc2)cc1 across the screens: 3 | -7 | -7 | 4 | 0 | 5 | 0 | 0.4 | i | i
Cc1c(Nc2nc(C(F)(F)F)nc3ccccc23)c(=O)n(-c2ccccc2)n1C across the screens: 1 | -2 | -2 | 2 | 2 | -6 | 5 | -1.1 | i | i

Additional compounds:
SMILES | SUMO1-SIM PPI | STEP block | CSN deneddyl inh | DNMT1 block | NadD block | Rin1 Abl inh | Scp1 inh | LMPTP inh | Rpn11 inh | Neddylation inh
COc1ccc(-c2nnc(S/C(=C/c3ccc(Cl)cc3)C(=O)O)o2)cc1 | 0 | -2 | -4 | 3 | 1 | -2 | -9 | -1.0 | i | i
O=C(COc1ccc2oc3c(c2c1)CCCC3)Nc1ccccn1 | -1 | 4 | 3 | -1 | -6 | -3 | -5 | -1.2 | i | i
Fc1ccc(NCc2cn3ccccc3n2)cc1 | -10 | -8 | -1 | -6 | 5 | -3 | 1 | 0.3 | i | .
O=C1OC(c2ccc(F)cc2)=N/C1=C\c1ccc(Br)o1 | -3 | 0 | -1 | 4 | -5 | -2 | -2 | -0.2 | i | i
CCOC(=O)N1CCN(Cc2nc(N)nc(Nc3ccc(OCC)cc3)n2)CC1 | -3 | -3 | -1 | 5 | 2 | 1 | 2 | -1.2 | i | i
COc1ccc(NC(=O)C(c2ccccc2F)n2c(=O)c(-c3cc4ccccc4[nH]3)nc3ccccc32)cc1 (stereo not drawn) | 4 | . | -2 | . | . | . | . | 4.1 | . | .
CC(C)CN(C(=O)CSc1nncn1C)C1CCS(=O)(=O)C1 (stereo not drawn) | 3 | -4 | 4 | 2 | -10 | -1 | 3 | -0.1 | i | i
COCC(=O)Nc1nnc(-c2cccs2)s1 | -6 | 0 | 1 | 4 | -1 | 0 | -2 | 0.3 | i | i
COC(=O)C(Cc1ccc(O)cc1)NC(=O)NC12CC3CC(CC(C3)C1)C2 (stereo not drawn) | 2 | 0 | 1 | -1 | -1 | -2 | 2 | -0.6 | i | i
O=C(NCc1ccccn1)C1CCC(=O)N1C1CCCC1 (stereo not drawn) | 5 | 4 | -1 | -3 | -4 | 0 | 1 | -1.1 | i | i
O=C(Nc1ccc([N+](=O)[O-])cc1)c1nc[nH]c1C(=O)NC1CCCCC1 | -9 | 2 | 2 | 45 | 18 | 0 | -2 | -1.7 | i | i
Cc1ccc(S(=O)(=O)N(C)c2ccc(OCC(=O)N3CCCC(C(F)(F)F)C3)cc2)cc1 (stereo not drawn) | -64 | -2 | -10 | -5 | 5 | 3 | -10 | -8.6 | i | i
CC1CC=C2C(C#N)=C(N)C(C#N)(C#N)C(c3cccs3)C2C1 (stereo not drawn) | 0 | -14 | -4 | -9 | 6 | 1 | -8 | -1.4 | i | i
O=C(CN1CCOCC1)Nc1c(C(=O)C2CC2)oc2ccccc12 | -6 | -2 | -2 | 42 | 2 | 1 | -1 | -3.5 | i | i
CCOC(=O)c1ccc(S(=O)(=O)n2c(CN3CCCCC3)nc3ccccc32)cc1 | 1 | -2 | 1 | -4 | 5 | 2 | 4 | 1.1 | i | i
CC(=O)N(NC(N)=O)C(C)CC(=O)C1C(C)C=CCC1(C)C (stereo not drawn) | 2 | -3 | 1 | -3 | -1 | -4 | 2 | -1.7 | i | i
Cc1cc(C)c(OCC(O)CNC(C)(C)C)c(C)c1 (stereo not drawn) | -4 | -4 | 1 | 2 | 0 | 1 | -1 | -2.1 | i | i
CC1CC(C)CN(C(=O)CSC2=Nc3ccccc3C3=NC(Cc4c[nH]c5ccccc45)C(=O)N23)C1 (stereo not drawn) | 0 | 5 | -4 | -6 | 25 | -1 | 2 | 1.3 | i | i
CCOC(=O)c1ccc(Nc2cc(C)nc(-c3ccccc3)n2)cc1 | -3 | -2 | -1 | -11 | -6 | 1 | -8 | 5.5 | i | i
CC1CN(S(=O)(=O)c2ccccc2)CN1C(=O)N1CCOCC1 (stereo not drawn) | 1 | -1 | -2 | 2 | 3 | 0 | -3 | -0.7 | i | i
COc1cc(NC(=O)c2c(F)cccc2F)c(Cl)cc1Cl | 6 | 0 | -8 | -2 | -9 | 0 | -1 | 0.8 | i | i
Cc1ccnc2c1NC(=O)c1cccnc1N2C1CC1 | 1 | -1 | 2 | 1 | 9 | 1 | -6 | -2.6 | i | i
C=C(C)c1cccc(C(C)(C)NC(=O)Nc2ccc(C(N)=O)cc2)c1 | 4 | 4 | -1 | -3 | -3 | 0 | -10 | -0.2 | i | i
COc1ccc(C)cc1NS(=O)(=O)c1ccc(NS(=O)(=O)c2ccc(NC(C)=O)cc2)cc1 | 4 | -4 | -9 | 5 | 0 | 5 | -4 | -1.3 | i | i
N#CCC(=O)N1CCN(Cc2ccc3c(c2)OCO3)CC1 | 0 | -3 | 4 | 2 | -5 | 0 | 3 | -0.8 | i | i
CCOc1ccccc1-c1cc(C(=O)N2CCOCC2)c2ccccc2n1 | -5 | -4 | 1 | 3 | -6 | 3 | -13 | -1.2 | i | i
CCN(CC)CCOC(=O)c1c(C)n(C)c2ccc(OC)cc12 | -2 | -6 | 1 | 0 | -9 | 2 | 6 | 0.6 | i | i
CC(C)CCNCC1OCc2ccccc2CO1 | -1 | 9 | 0 | -2 | 1 | 2 | -4 | -2.4 | i | i
Cc1ccccc1C(=O)c1cccn1CC(=O)NCc1ccc(F)cc1 | 4 | 0 | 3 | -2 | -8 | 0 | -11 | -0.1 | i | i
CC(=O)Nc1c(Cl)c(Cl)c2c(c1Cl)Cc1cc(Cl)ccc1-2 | -10 | -1 | -2 | -5 | 1 | 1 | -5 | 0.3 | i | i

Two entries from above, tab-delimited:
mol	SUMO1-SIM PPI	STEP block	CSN deneddyl inh	DNMT1 block	NadD block	Rin1 Abl inh	Scp1 inh	LMPTP inh	Rpn11 inh	Neddylation inh
O=C(CN1CCOCC1)Nc1c(C(=O)C2CC2)oc2ccccc12	-6	-2	-2	42	2	1	-1	-3.5	i	i
CCOC(=O)c1ccc(S(=O)(=O)n2c(CN3CCCCC3)nc3ccccc32)cc1	1	-2	1	-4	5	2	4	1.1	i	i

Next part:
SMILES | SUMO1-SIM PPI | STEP block | CSN deneddyl inh | DNMT1 block | NadD block | Rin1 Abl inh | Scp1 inh | LMPTP inh | Rpn11 inh | Neddylation inh
CCOC(=O)/C=C/c1cccc(OC)c1O | -10 | . | -4 | . | . | . | . | -1.2 | . | i
COc1cc(C(=O)NNC(=O)/C=C/c2ccco2)cc(OC)c1OC | -14 | 2 | -2 | 25 | 2 | 3 | 30 | 0.4 | i | i
CCc1c(C)sc(NC(=O)CN2CCN(C(=O)c3ccco3)CC2)c1C(=O)OC | 11 | 3 | 0 | 0 | 5 | 3 | -13 | 3.4 | i | i
Cc1ccc(NC(=O)c2cc(S(=O)(=O)NCC3CCCO3)ccc2F)cc1 (stereo not drawn) | 0 | 2 | -1 | 1 | 1 | -1 | . | 1.5 | i | i
CCCc1nc2c(C)ccc(C)c2c(N)c1CC | 1 | -1 | 0 | 2 | -9 | -2 | 0 | 0.4 | i | i
O=C(CSc1nnc(-c2cnccn2)n1Cc1ccco1)c1ccc(Cl)cc1 | 3 | 1 | 3 | 2 | 7 | 0 | 22 | 1.6 | i | i
CCOc1ccccc1NC(=S)N1CCN(c2ccc(OC)cc2)CC1 | 3 | 4 | -1 | 4 | -1 | -4 | -2 | -0.9 | i | i
COc1ccc(-n2nnnc2SCC(=O)NC2CCCC2)cc1OC | 3 | -1 | 2 | 1 | -2 | 2 | -10 | 0.0 | i | i
CS(=O)(=O)N1N=C(c2cccs2)CC1c1ccc(Cl)o1 (stereo not drawn) | -6 | -3 | 2 | 2 | -6 | 2 | -10 | -0.9 | i | i
CCn1nc(C)c(C(=O)Nc2cc(Oc3cc(C)cc(C)c3)cc([N+](=O)[O-])c2)c1C | -14 | -2 | 1 | -9 | -7 | -2 | -4 | 4.7 | i | i
CCn1cc([N+](=O)[O-])c(C(=O)N2CCOCC2)n1 | -3 | 0 | -23 | 1 | 1 | -4 | 0 | -0.8 | i | i
COc1ccc(N2C(=O)C3CC=C(Cl)CC3C2=O)cc1 (stereo not drawn) | -1 | -8 | 1 | -1 | -6 | 2 | 4 | -1.6 | i | i
COc1ccc(Cl)cc1NC(=O)CN1CCN(S(=O)(=O)N2CCC(C)CC2)CC1 | 2 | 4 | -5 | -3 | -2 | -1 | 5 | 1.4 | i | i
Nc1ccc(S(=O)(=O)c2ccc(NC(=O)c3cccnc3)cc2)cc1 | 0 | -4 | 3 | -5 | 4 | 2 | 2 | 0.3 | i | i
COc1ccc(-c2coc3c(C(=O)NCc4cccs4)cccc23)c(C)c1 | 2 | 2 | -3 | -6 | -3 | 1 | . | 6.5 | i | i
CCOC(=O)c1cc(NCc2cccs2)ccc1N1CCOCC1 | -4 | -4 | -5 | -2 | -10 | 3 | -4 | -1.2 | i | +

From PubChem BioAssay
